IL2 activator = qHTS of IL-2 Activators | IL-2 activation reporter assay, cell-based qHTS; stimulated with anti-CD3/CD4/CD28 beads; in transgenic mouse T cells | hit rate 0.065% among 360,000 | activation, % (series mostly up to about 46 µM); in the data active = activation above about 50%; inconclusive = mostly about 30% to 49%; note: 0% is about no effect
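Using fluorescent plate cytometry, EGFP and DsRed are detected in transgenic mouse T cells stimulated 18 h at 37 degrees C with antibody-coated beads after 60 min compound pretreatment.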
PLK1 PBD inh = qHTS for Inhibitors of PLK1-PDB (polo-like kinase 1 - polo-box domain): Primary Screen. Potency, µM, for the others: max response, negative = inhibition, actives largely listed as inhibitors. Serine/threonine-protein kinase PLK1 (Homo sapiens), P53350. Plk1 PBD binding of FITC phosphopeptide, fluorescence polarization. hit rate 2.8% among 360,000; note: potency is the fitted concentration of half-maximal effect; series mostly up to about 57 µM; % is set by controls: 0 for no effect and ±100 for the full control effect; nearly all actives have a fitted effect of over 65% in size
Target sequence (P53350 whole entry, looked up, the tested form may be a part): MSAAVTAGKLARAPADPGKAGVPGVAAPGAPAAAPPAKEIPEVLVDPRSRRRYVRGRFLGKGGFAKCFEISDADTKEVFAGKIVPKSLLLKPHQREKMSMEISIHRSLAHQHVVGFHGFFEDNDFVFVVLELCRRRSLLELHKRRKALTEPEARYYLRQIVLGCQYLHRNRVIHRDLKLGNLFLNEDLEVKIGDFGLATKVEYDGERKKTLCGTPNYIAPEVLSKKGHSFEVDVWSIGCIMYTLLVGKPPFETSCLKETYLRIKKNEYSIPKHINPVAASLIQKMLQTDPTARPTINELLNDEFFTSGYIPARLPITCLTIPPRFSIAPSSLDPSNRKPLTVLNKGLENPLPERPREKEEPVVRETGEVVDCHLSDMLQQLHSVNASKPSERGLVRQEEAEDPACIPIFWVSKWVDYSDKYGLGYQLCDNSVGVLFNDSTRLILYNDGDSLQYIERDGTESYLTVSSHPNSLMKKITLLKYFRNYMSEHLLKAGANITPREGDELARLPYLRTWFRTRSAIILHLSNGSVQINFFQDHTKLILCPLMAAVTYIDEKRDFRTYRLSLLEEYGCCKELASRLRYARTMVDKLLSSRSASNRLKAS
FUS yeast rescue = qHTS for Suppressors of FUS Proteinopathy: Primary screen using FUS-linked yeast assay. S. cerevisiae FUS-expressing, growth rescue, OD600, 24 h. Potency, µM (series often up to 76.6 µM), without a hit: top-dose growth rescue (activation), hits mostly activators. hit rate 0.24% among 390,000;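 note: potency is the fitted concentration of half-maximal effect; plate controls were DMSO vehicle for no effect and reference control for full effect; nearly all actives have a fitted effect of over 55% in size; some results filed as inactive show a strong effect at the top dose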
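Cultures pregrown in 2.5% raffinose medium are shifted to minimal medium containing 2% galactose to express toxic FUS. Compounds are tested at several concentrations. After 24hr at 30C, growth is quantified at 600 nm absorbance.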
EPAC1 antag = qHTS for Antagonist of cAMP-regulated guanine nucleotide exchange factor 3 (EPAC1): primary screen; Rap guanine nucleotide exchange factor 3 (Homo sapiens), O95398; EPAC1 GEF assay, Rap1b-BODIPY-GDP exchange fluorescence; Potency, µM (series often up to 115 µM), for inactives: top-dose activity change, negative = inhibition, most hits filed as inhibitors; hit rate 0.14% among 360,000; AID 720709, 2013;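 note: potency is the fitted concentration of half-maximal effect; plate controls were vehicle for no effect and positive control for full effect; nearly all actives have a fitted effect of over 50% in size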
PI5P4K alpha inh = qHTS for Inhibitors of phosphatidylinositol 5-phosphate 4-kinase (PI5P4K); Phosphatidylinositol 5-phosphate 4-kinase type-2 alpha (Homo sapiens), P48426; PI5P4Kalpha enzyme, ADP-Glo luminescence, 60 min; stronger effect = lower value; max response, %; hit rate 1.2% among 330,000; AID 652105, 2013; active = max response of -50% or lower; inconclusive = between -30% and -50%; inactive = -30% or higher; note: value at the top dose of about 77 µM; % is set by controls: 0 for no effect and ±100 for the full control effect
Target sequence (P48426 whole entry, looked up): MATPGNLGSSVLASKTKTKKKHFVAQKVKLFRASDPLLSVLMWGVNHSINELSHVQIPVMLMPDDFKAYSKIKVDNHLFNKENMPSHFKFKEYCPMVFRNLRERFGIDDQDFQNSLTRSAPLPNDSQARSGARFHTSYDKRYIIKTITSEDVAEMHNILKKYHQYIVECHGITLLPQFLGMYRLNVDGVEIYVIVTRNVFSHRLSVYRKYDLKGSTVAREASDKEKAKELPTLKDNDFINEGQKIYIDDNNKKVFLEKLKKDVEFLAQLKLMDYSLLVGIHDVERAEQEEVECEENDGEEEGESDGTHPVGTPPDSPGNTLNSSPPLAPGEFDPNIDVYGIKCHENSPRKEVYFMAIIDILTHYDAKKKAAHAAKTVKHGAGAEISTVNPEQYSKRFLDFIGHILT
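ADP-Glo luminescence end-point read after a 60 min room-temperature kinase reaction of PI5P4Kalpha plus substrate, initiated with ATP at 5 microM final. Buffer: 0.038 M HEPES pH 7.4, EGTA, 0.1% CHAPS, 5% DMSO.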
WRN inhibitor = qHTS for Inhibitors of WRN Helicase; Bifunctional 3'-5' exonuclease/ATP-dependent helicase WRN (Homo sapiens), Q14191; WRN helicase unwinding, fluorescent forked duplex, kinetic; Potency, µM (titrated, usually from 114 µM), for the others: at the highest dose activity change, negative = inhibition, hits mostly inhibitors; hit rate 0.46% among 360,000; AID 651768, 2012; note: potency is the fitted concentration of half-maximal effect; % is set by controls: 0 for no effect and ±100 for the full control effect; nearly all actives have a fitted effect of over 55% in size
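Fluorescence dequenching readout, ex 525 nm/em 598 nm, kinetic mode: forked duplex DNA (100 nM final) with adjacent fluorophore and quencher unwound by WRN (20 nM final) with 2 mM ATP. Compound preincubation 15 min, room temperature.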
EPAC1 agonist = qHTS for Agonist of cAMP-regulated guanine nucleotide exchange factor 3 (EPAC1): primary screen; Rap guanine nucleotide exchange factor 3 (Homo sapiens), O95398; EPAC1 agonist qHTS, biochemical assay; response scale: 100% = response to 6.5 mM cAMP; Potency, µM (titrated, usually from 154 µM), for the others: at the top dose activation, usual class: activators; hit rate 0.073% among 360,000; AID 720707, 2013; note: potency is the fitted concentration of half-maximal effect; nearly all actives have a fitted effect of over 60% in size
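Fluorescent GDP-exchange assay: 100 nM EPAC1 with 250 nM Rap1B preloaded with BODIPY-GDP and 50 uM GDP; compounds tested as concentration series, 5 min at room temperature, then read every 5 min for 30 min (ex 480/em 540 nm); normalized to 6.5 mM cAMP.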
Abeta rescue = qHTS for compounds that reverse cellular toxicity of Amyloid beta (A-beta) peptide in yeast: Primary Screen; yeast expressing A-beta42, growth rescue, OD600, 48 h; response scale: 0% DMSO, 100% iron-clioquinol control; Potency, µM (doses to about 46.1 µM), for the others: at the top dose growth rescue, actives largely listed as activators; hit rate 0.063% among 410,000; AID 1347071, 2019; note: potency is the fitted concentration of half-maximal effect; nearly all actives have a fitted effect of over 55% in size
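Growth rescue measured by 600 nm absorbance after 48 h yeast culture at 30 C with compound. Values normalized between DMSO and an equimolar ferric chloride plus clioquinol control.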
* = called active by the depositor; ? = inconclusive; . = no result given; [ ] = remark or other dose. Unless noted, calls come from the whole dose curve; as a rule, active = well fitted curve in the direction sought with a large enough effect; inconclusive = small, poorly fitted or top-dose-only effect, or another doubt; inactive = no such curve, though single readings can be large; an effect the other way counts as inactive or inconclusive.

SMILES	IL2 activator	PLK1 PBD inh	FUS yeast rescue	EPAC1 antag	PI5P4K alpha inh	WRN inhibitor	EPAC1 agonist	Abeta rescue
CCCCCCCCNS(=O)(=O)CCNCc1ccco1	1.0	?	-29%	-13%	0	-2%	-15%	-1%
CCc1ccc(NC(=O)CSc2nnc(-c3ccco3)o2)cc1	-4.4	-2%	2%	-13%	1	6%	-3%	-3%
O=C(O)/C=C/S(=O)(=O)c1ccc2ccccc2c1	-1.9	-20%	-33%	-6%	9	-8%	11%	-19%
COC(=O)C1=C(C)N=C2SCCC(=O)N2C1c1ccc(C(=O)OC)cc1 (stereo unspecified)	0.2	-3%	25%	-3%	.	10%	11%	11%
CCOC(=O)c1cccc(NC(=O)C2CCCN(S(=O)(=O)c3c(C)nn(C)c3C)C2)c1 (stereo unspecified)	-2.1	?	21%	-2%	1	-8%	-3%	2%
CN(C)S(=O)(=O)c1cccc(NC(=O)CC23CC4CC(CC(C4)C2)C3)c1	0.8	2%	25%	?	-3	-7%	1%	10%
C/C(CC(=O)N1CCN(C=O)CC1)=N\NC(=O)c1ccc(Br)cc1	5.0	-15%	26%	-19%	2	-14%	-7%	-16%
O=C(O)CCC(=O)Nc1ccc(N=Nc2ccccc2)cc1	-0.5	-5%	14%	1%	-3	-15%	7%	-34%
CC1(C)c2ccccc2C(=O)c2ccccc21	-0.6	7%	4%	-14%	2	-17%	0%	-4%
CCN(CC(=O)NC1CCS(=O)(=O)C1)S(=O)(=O)c1ccc(Br)cc1 (stereo unspecified)	0.6	0%	13%	0%	-6	-7%	8%	7%
CCS(=O)(=O)N1CCC(c2nc(-c3ccc(C(F)(F)F)cc3)no2)CC1	-2.3	-2%	18%	12%	.	8%	-5%	2%
Cc1ccc(NC(=O)COc2ccc(S(=O)(=O)N3CCOCC3)cc2)cc1	-1.7	-10%	-48%	-24%	.	-6%	-11%	9%
NC(=O)COC(=O)CSc1cccc2cccc(Cl)c12	-1.4	-8%	-2%	-14%	1	-17%	-3%	12%
COc1ccc(N2CCN(C(=O)Cc3ccc(Br)cc3)CC2)cc1	-0.8	-8%	9%	-6%	-3	-4%	-5%	0%
O=C(CSC1=NCCS1)N1CCCC1	0.6	-3%	6%	-5%	3	-4%	4%	25%
C=CCNc1oc(-c2cccs2)nc1C#N	-1.3	-12%	8%	-5%	.	-10%	5%	10%
COCC(=O)N(C)C[C@H]1N[C@@](Cc2ccccc2)(C(=O)OC)[C@H]2C(=O)N(Cc3ccccc3)C(=O)[C@@H]12	0.0	?	3%	-2%	-27	-3%	-7%	7%
COc1cc2c(cc1O)CCN(C(=O)CSc1nncn1C)[C@@H]2C	-0.3	-1%	-17%	1%	6	1%	-27%	-5%
CCOC(=O)C1CCN(c2cc3c(cc2NC(=O)c2ccc(F)cc2)n(C)c(=O)n3C)CC1	-1.6	-2%	-4%	-1%	1	-13%	7%	3%
CNC(=O)C1CC(=O)N(c2ccc(OCC(=O)Nc3ccc(F)cc3)cc2)C1 (stereo unspecified)	-1.3	27µM*	12%	?	?	-15%	1%	-6%
N=c1sccn1CC(=O)Nc1cc(Cl)ccc1[N+](=O)[O-]	-1.9	-5%	15%	4%	-3	-1%	6%	1%
Cc1c(NC(=O)C(Sc2ccccc2)c2ccccc2)cccc1[N+](=O)[O-] (stereo unspecified)	0.0	-9%	-11%	-15%	3	-32%	19%	18%
COc1ccc(C(=S)N2CCOCC2)cc1OC(=O)c1ccc([N+](=O)[O-])cc1	0.6	17µM*	45%	0%	-20	-11%	1%	-3%
CC1CN(C(=O)CSc2ncnc3sccc23)CC(C)O1 (stereo unspecified)	-1.4	9%	-3%	3%	1	2%	8%	14%
CC(=O)N1CCc2c(sc(NC(=O)C3COc4ccccc4O3)c2C(N)=O)C1 (stereo unspecified)	0.8	19µM*	23%	-6%	-22	-5%	6%	-1%

(cont.)
SMILES	IL2 activator	PLK1 PBD inh	FUS yeast rescue	EPAC1 antag	PI5P4K alpha inh	WRN inhibitor	EPAC1 agonist	Abeta rescue
CCC1CCCN1Cn1cnc2c([nH]c3ccccc32)c1=O (stereo unspecified)	-2.7	-7%	.	?	-9	5%	-7%	5%
COc1cc(CCC(=O)NCc2ccc3c(c2)OCO3)cc(OC)c1OC	-0.5	-6%	4%	8%	-1	3%	6%	-8%
O=C(Nc1ccccc1NC(=O)c1c(F)cccc1F)c1c(F)cccc1F	-5.0	-2%	19%	-2%	-11	?	2%	-2%
COc1ccc(C(=O)CSc2nnc(NC(=O)C3CC(=O)N(c4ccccc4)C3)s2)cc1 (stereo unspecified)	-4.0	-3%	.	1%	-3	5%	0%	-2%
Cc1cc(NC(=O)c2ccc(S(=O)(=O)N3CCOCC3)cc2)no1	0.6	-10%	12%	-11%	8	11%	2%	-12%
CCOC(=O)c1c(NC(=O)/C=C/c2ccco2)sc(C)c1C	-1.4	-5%	31%	12%	0	-9%	6%	-2%
CC(C)C[C@H]1CN(CCCC[C@H]2CNC(=O)C(=O)N2Cc2ccccc2)C(=O)C(=O)N1CCc1ccccc1	0.6	-1%	22%	4%	-1	3%	-12%	-6%
Cc1ccc(OCC(=O)Nc2ccc(-c3nc4ncccc4o3)cc2)c(C)c1	-1.3	4%	-4%	-19%	-10	-13%	1%	0%
COCC(C)NC(=O)CSc1nc2ccccc2c(=O)n1CCc1ccc(S(N)(=O)=O)cc1 (stereo unspecified)	-1.2	4%	.	-6%	6	-7%	-8%	4%
COc1ccc(OC)c(C2C3=C(N=c4s/c(=C\c5cccc(O)c5)c(=O)n42)c2ccccc2CC3)c1 (stereo unspecified)	-5.1	7%	.	?	6	-5%[11.6 µM]	-1%	6%
O=C(NC1CCCCCCC1)NC1CCCCC1	2.0	0%	-2%	3%	1	-1%	-4%	?
COC(=O)[C@@H](NC(=O)Nc1ccccc1F)C(C)C	2.6	-9%	19%	3%	.	-1%	2%	-5%
O=C(c1ccccc1)c1nccc2ccccc12	2.6	4%	-11%	-4%	-3	-5%	-3%	-7%
CCOC(=O)N1CC(C)N(CC(O)CN2CCOCC2)CC1C (stereo unspecified)	-0.8	-1%	13%	-8%	1	-1%	-18%	-12%
CCn1ccc(C(=O)NC2CCCC2)n1	0.3	-1%	-13%	-19%	5	-3%	14%	-13%
Cc1nnc(NC(=O)C23CC4CC(C)(CC(C)(C4)C2)C3)s1	-0.8	10%	5%	-11%	-4	2%[57.1 µM]	-9%	?
CCCCC[C@@H](C)N1C[C@H](COCc2ccccc2)Oc2cc(N3CC[C@@H](N(C)C)C3)ccc2S1(=O)=O	-0.9	7%	37%	3%	21	7%	5%	3%
NC(=O)C1CCN(C(=O)COc2cccc3cccnc23)CC1	-3.8	-13%	-23%	-15%	-2	5%	-1%	-4%
CCOC(=O)Cn1c(=O)oc2cc(S(=O)(=O)N3CCCC(C(=O)OCC)C3)ccc21 (stereo unspecified)	-2.8	-3%	-7%	-2%	0	2%	-6%	-9%
O=C(CCc1nnc2n(Cc3ccc(Cl)cc3)c(=O)c3ccccc3n12)NCCN1CCCC1	-2.9	-14%	20%	-2%	-8	0%	6%	5%
CN(/C(=N\S(=O)(=O)c1ccccc1)C(F)(F)F)c1ccccc1	0.0	-3%	-2%	7%	-7	-2%	4%	-2%
CC[C@@H](C)C(NC(=O)OC(C)(C)C)c1cn([C@@H](CCC(=O)OC(C)(C)C)C(=O)N2CCN(C(=O)OC(C)(C)C)CC2)nn1 (stereo partly specified)	-0.5	-2%	27%	-6%	2	3%	-5%	0%
CCCCC(=O)OCC(=O)c1ccc(OCC)cc1	-1.0	-9%	11%	5%	.	-4%	9%	-2%
N#C/C(=C\c1cccnc1)c1ccccc1[N+](=O)[O-]	-0.5	-15%	9%	14%	-8	-1%	-1%	-14%
O=C(NNC(=O)c1cc(S(=O)(=O)N2CCOCC2)c(Cl)cc1Cl)c1ccccc1F	0.2	-11%	26%	-18%	-16	-25%	2%	-6%

Rewritten in CSV form: part of the list above.
smiles,IL2 activator,PLK1 PBD inh,FUS yeast rescue,EPAC1 antag,PI5P4K alpha inh,WRN inhibitor,EPAC1 agonist,Abeta rescue
O=C(NC1CCCCCCC1)NC1CCCCC1,2.0,0%,-2%,3%,1,-1%,-4%,?
COC(=O)[C@@H](NC(=O)Nc1ccccc1F)C(C)C,2.6,-9%,19%,3%,.,-1%,2%,-5%
O=C(c1ccccc1)c1nccc2ccccc12,2.6,4%,-11%,-4%,-3,-5%,-3%,-7%

More compounds
SMILES	IL2 activator	PLK1 PBD inh	FUS yeast rescue	EPAC1 antag	PI5P4K alpha inh	WRN inhibitor	EPAC1 agonist	Abeta rescue
COc1ccccc1OCCCOc1ccc([N+](=O)[O-])cc1Cl	-0.4	-3%	0%	-17%	17	-24%	10%	6%
COc1ccc(C2=NO[C@@H]3C(=O)N(c4cccc(C)c4C)C(=O)[C@H]23)cc1OC	3.6	-2%	22%	-2%	.	5%	0%	12%
Cc1cc(C(F)F)nn1CC(=O)NCc1ccc(Cl)cc1Cl	-0.2	-29%	3%	-1%	0	0%	5%	3%
CCCS(=O)(=O)c1nc(S(=O)(=O)c2ccc(C)cc2)c(NCCCN2CCCC2=O)s1	-2.2	-14%	19%	-9%	-6	0%	5%	-2%
Cc1ccccc1C(=O)NC1CC2CCCC(C1)N2Cc1ccccc1 (stereo unspecified)	0.2	-13%	-13%	-19%	5	0%	1%	-6%
CCOc1ncccc1C(=O)OCC(=O)N(CC)c1ccccc1	-1.5	-10%	19%	?	-1	-1%	4%	3%
N#Cc1cnn(-c2nc(SCc3ccccc3)nc3sc4c(c23)CCCC4)c1N	-1.7	-11%	22%	-1%	.	-1%	-4%	-6%
CCn1c(C)nc2cc(C(=O)N/N=C/c3ccc(OC)cc3)ccc21	-1.0	-8%	18%	19%	1	-2%	6%	-2%
O=C(CSc1ccc(F)cc1)Nc1ccc(C2SCCS2)cc1	-1.7	-7%	4%	-5%	0	6%	-2%	-8%

Compound activity from PubChem BioAssay.
